Compound activity: PubChem, Sanford-Burnham Center for Chemical Genomics
CCR6 antag = blocks CCL20-driven beta-arrestin recruitment at human CCR6 | 340,000 compounds, 0.49% hits | inhibition, % at 20 µM | CHO-K1 CCR6 PathHunter beta-arrestin, luminescence, CCL20-stimulated | P51684 | AID 493098;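 active = compounds whose inhibition of the agonist-driven luminescence signal at 20 µM reaches about 50%, limit read from the data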;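 note: cells stimulated with CCL20 at 14 nM final; plate controls were DMSO with CCL20 for no effect and DMSO without agonist for full effect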
Target sequence (P51684 whole entry, looked up): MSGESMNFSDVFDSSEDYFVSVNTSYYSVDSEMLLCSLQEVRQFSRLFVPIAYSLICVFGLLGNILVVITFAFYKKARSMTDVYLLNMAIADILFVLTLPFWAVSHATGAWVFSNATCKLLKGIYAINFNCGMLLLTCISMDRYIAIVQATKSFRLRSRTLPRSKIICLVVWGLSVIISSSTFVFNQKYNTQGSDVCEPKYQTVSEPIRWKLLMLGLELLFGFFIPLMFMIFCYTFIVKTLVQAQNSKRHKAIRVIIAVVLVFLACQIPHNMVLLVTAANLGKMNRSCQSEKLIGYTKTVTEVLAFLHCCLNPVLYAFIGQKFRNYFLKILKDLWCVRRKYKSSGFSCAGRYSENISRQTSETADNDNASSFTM
UPR CHOP act = apoptotic UPR (CHOP) activation | CHO-CHOP luciferase reporter, luminescence; percent of tunicamycin response over DMSO baseline | activation, % at 10 µM | 330,000 compounds, 0.34% hits;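 active = at 10 µM dose, activation of 40% or more, normalized to positive control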;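 note: 100% = tunicamycin at 10 µg/mL and 0% = DMSO alone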
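Test system: CHO CHOP reporter cells. Input: 500 CHO-CHOP cells per well. Medium: F12 with 10% FBS. Technique: luciferase luminescence. Measure: percent activation relative to tunicamycin control. Dosing: 10 µM compound, 0.5% DMSO. Timing: 16-18 h cell attachment, then 6 h compound exposure, 37 °C.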
Mdm2-MdmX inh = human Mdm2/MdmX binding inhibition | O15151+Q00987 | 330,000 compounds, 3% hits | SaOS-2 split-luciferase Mdm2/MdmX complementation, luminescence | AID 485346 | inhibition, % at 8 µM;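 active = inhibition of at least 50% at 8 µM in the primary screen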
CXCR6 block = blocks human CXCR6 beta-arrestin recruitment; O00574; CHO-K1 PathHunter CXCR6 beta-arrestin, luminescence; inhibition, % at 20 µM; 360,000 compounds, 0.36% hits; in the data active = inhibition above about 34%, passing the limit was not always enough;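 note: antagonist mode with CXCL16 agonist at 10 nM final; 0% = 10 nM CXCL16 with DMSO and 100% = unstimulated wells without agonist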
Target sequence (O00574 whole entry, looked up): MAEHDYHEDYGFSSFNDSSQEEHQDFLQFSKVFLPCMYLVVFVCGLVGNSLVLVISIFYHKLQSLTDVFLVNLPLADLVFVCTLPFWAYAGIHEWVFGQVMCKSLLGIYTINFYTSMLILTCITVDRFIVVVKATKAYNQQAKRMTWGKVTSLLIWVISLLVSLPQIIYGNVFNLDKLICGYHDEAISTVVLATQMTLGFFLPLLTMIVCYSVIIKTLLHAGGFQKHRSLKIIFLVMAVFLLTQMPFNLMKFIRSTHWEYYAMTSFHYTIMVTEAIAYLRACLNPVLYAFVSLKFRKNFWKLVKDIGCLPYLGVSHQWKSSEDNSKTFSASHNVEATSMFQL
EBI2 antag = antagonists of human EBI2 receptor; P32249; EBI2 beta-arrestin recruitment, luminescence, 7a,25-OHC stimulated; inhibition, % at 5 µM; 360,000 compounds, 0.81% hits; AID 651636; in the data active = inhibition above about 38%;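 note: enzyme fragment complementation signal reports receptor beta-arrestin coupling in cells; 0% = agonist plus DMSO wells and 100% = wells without agonist; some results beyond the cut were filed as inactive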
Target sequence (P32249 whole entry, looked up, the tested form may be a part): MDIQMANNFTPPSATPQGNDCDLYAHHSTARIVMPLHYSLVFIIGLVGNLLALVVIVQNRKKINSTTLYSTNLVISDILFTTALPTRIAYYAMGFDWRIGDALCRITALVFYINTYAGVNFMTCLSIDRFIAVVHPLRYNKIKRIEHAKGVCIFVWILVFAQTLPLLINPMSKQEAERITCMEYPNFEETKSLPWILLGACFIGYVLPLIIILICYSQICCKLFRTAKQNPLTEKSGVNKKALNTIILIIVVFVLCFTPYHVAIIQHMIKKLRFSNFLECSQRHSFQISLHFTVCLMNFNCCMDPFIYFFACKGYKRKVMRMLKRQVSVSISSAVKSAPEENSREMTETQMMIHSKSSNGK
UPR XBP1 act = activators of adaptive arm of unfolded protein response (XBP1); CHO-XBP1 luciferase reporter, IRE1-XBP1 UPR activation, luminescence; percent of tunicamycin response, DMSO as zero; activation, % at 20 µM; 330,000 compounds, 0.33% hits; AID 463104;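 active = versus positive control, 20 µM dose yields 30% or more activation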;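 note: 100% = tunicamycin at 10 µg/mL and 0% = DMSO only wells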
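Material: CHO cell line with stable XBP1 luciferase reporter; buffer or medium: F12 medium containing 10% fetal bovine serum; compound: single point, 20 µM final compound, 1% DMSO; incubation: 6 h treatment, 37 °C; measured by: glow luminescence from Steady-Glo reagent; evaluation: activation, % of tunicamycin; control set: tunicamycin high, DMSO low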
tim23-1 inh = tim23-1 yeast growth inhibition. inhibition, % at 20 µM. 330,000 compounds, 1.3% hits. S. cerevisiae tim23-1 growth, BacTiter-Glo luminescence, 24 h. AID 463212;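 active = growth inhibition of the mutant yeast at or above 50%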;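 note: temperature-sensitive mutant grown at 25 °C; plate controls were DMSO-treated mutant yeast for no effect and medium wells lacking yeast for full effect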
APJ agonist = APJ receptor agonism; P35414; CHO-K1 APJ PathHunter beta-arrestin, luminescence; 0% DMSO wells, 100% apelin; activation, % at 20 µM; 330,000 compounds, 0.11% hits; AID 2520;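 active = activation more than six SD over the plate average, tested at 20 µM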;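 note: 0% = DMSO alone and 100% = apelin-13 at 10 nM; some results filed as inactive read as strong as hits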
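Assay system: engineered CHO-K1 APJ arrestin reporter cells; Amount: 1000 CHO-K1 reporter cells seeded per well; Dosing: one dose, 20 µM compound, 1% DMSO; Times: compound stimulation 90 min at 25 °C, detection 60 min; Measured by: luminescent beta-gal fragment complementation, chemiluminescent substrate; Read-out: APJ–arrestin association signal; Controls: DMSO vs Apelin-13 10 nM.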
APJ antagonist = antagonists of human APJ apelin receptor | P35414 | CHO-K1 APJ beta-arrestin complementation, luminescence | inhibition, % at 20 µM | 330,000 compounds, 0.32% hits;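 active = inhibition above about 40% at 20 µM, limit read from the data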;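 note: cells challenged with 10 nM apelin-13 agonist together with compound; plate controls were apelin-13 plus DMSO wells for no effect and DMSO wells lacking apelin-13 for full effect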
An asterisk follows results filed as active. A portion of the library. The share of hits here may be higher or lower than overall.

Values run as follows: CCR6 antag	UPR CHOP act	Mdm2-MdmX inh	CXCR6 block	EBI2 antag	UPR XBP1 act	tim23-1 inh	APJ agonist	APJ antagonist
- O=C(NCc1ccc2c(c1)OCO2)c1nnc(Cc2ccc(Cl)cc2)o1
 : 1	-0.1	-17	2	1	-2	-2	-4	11
- CC(C)(C)c1ccc(OCC(=O)NCCN2CCCC2)cc1
 : 10	-0.1	25	-26	-4	1	2	-5	-2
- CCCOc1ccc(N2C(=O)CC(NCc3ccncc3)C2=O)cc1 (stereo not given)
 : -11	2.9	-1	-7	-4	1	12	-2	-2
- CCCC(=O)c1cc(F)c(N2CCOCC2)cc1C
 : 8	2.1	-1	-14	0	2	22	-3	18
- Cc1ccc(-c2nnn(CC(=O)N(c3ccccc3)C(C(=O)NCC3CCCO3)c3ccc(F)cc3)n2)o1 (stereo not given)
 : 7	-1.4	-32	4	6	-4	-4	-2	6
- CCCCNC(=O)C1c2ccccc2Oc2ccccc21
 : 12	0.2	13	22	9	-1	-6	-3	3
- COc1cccc(C(=O)CSc2nc3cccnc3n2C)c1
 : 9	0.0	19	6	-4	-2	0	-7	3
- CCCCN1C(=O)CC(Sc2ccccc2C(=O)O)C1=O (stereo not given)
 : 10	-2.2	4	-7	-10	1	10	-3	11
- Cc1ccc(OCCn2ccc(=O)[nH]c2=O)cc1C
 : 5	0.9	9	2	2	-2	-6	-3	-4
- Cc1cccc(OCC(=O)OCC(=O)N2CCN(C(=O)c3ccco3)CC2)c1C
 : -6	0.3	-6	3	0	-3	7	-4	1
- O=C(CSc1nc2c(cnn2-c2cccc(Cl)c2)c(=O)[nH]1)NCCC1=CCCCC1
 : 11	0.5	7	7	3	-4	-1	-1	11
- CCOc1ccccc1NC(=O)C(c1ccccc1)N1CCN(CC(=O)N2CCCC2)CC1 (stereo not given)
 : -6	-2.4	-7	1	6	-2	6	-1	-10
- C/C(=N\Nc1cc(C)nc(-c2ccccc2O)n1)c1ccccc1
 : 4	1.6	25	-11	7	4	5	-1	-10
- CCC1CCCCN1C(=O)Cn1c(=O)n(CCCC(=O)NCc2ccco2)c(=O)c2sccc21 (stereo not given)
 : 14	0.5	15	9	-12	-1	9	0	24
- Cc1cccc(NC(=S)NNC(=O)c2sccc2C)c1
 : 12	3.7	-52	-1	-3	0	22	-6	31
- CC(C)C(c1nnnn1C1CCCCC1)N1CCc2ccccc2C1 (stereo not given)
 : 7	-1.6	-10	0	5	0	28	-3	16
- C=CCC1(CC=C)CCCN1C(=O)C1CCC(=O)N(CCc2ccccc2)C1 (stereo not given)
 : 10	6.3	-82	-2	46*	1	19	14	17
- CCCCSCc1ccc(C(=O)O)o1
 : 12	0.3	-10	3	12	0	3	-5	1
- COC(=O)c1ccc(NC(=O)CSc2nnc(COc3ccc4c(c3)CCCC4)o2)cc1
 : 4	2.5	-2	0	-9	-2	-5	-4	15
- CN(Cc1ccno1)Cc1cn(C)nc1-c1ccc(Oc2ccccc2)cc1
 : 12	0.0	17	4	-2	-2	21	-3	11
- C=CCN1C(=O)c2ccc(C(=O)OCC(=O)Nc3ccc(S(N)(=O)=O)cc3)cc2C1=O
 : -2	-1.2	24	10	-8	1	-15	-3	-17
- CCOc1cc2c(cc1/C=C/c1noc(C)c1[N+](=O)[O-])OC(C)C2 (stereo not given)
 : -6	1.3	28	-11	-1	8	10	2	-25
- CCOc1ccc(Nc2ccnc3cc(Cl)ccc23)cc1
 : 11	-1.1	23	-1	30	-1	28	-1	-7
- CCN(C(=O)CSc1nc2n[nH]c(C)c2c(=N)n1-c1ccc(Cl)c(C)c1)c1cccc(C)c1
 : -8	4.8	76*	8	7	0	18	1	-6
- COc1ccc2[nH]c(C)c(CCN(Cc3cccs3)C(=S)Nc3cccc(F)c3)c2c1
 : 22	0.0	27	5	6	-5	34	-1	-33
- O=C(c1cccs1)N1CCC(N2CCN(c3ccccc3)CC2)CC1
 : -10	-0.7	-25	-2	2	0	5	1	3
- N#CC1=C(S)N(c2ccccc2)C(c2ccc(-c3ccc(Cl)c(Cl)c3)o2)NC1=O (stereo not given)
 : -13	-0.3	-20	-7	-6	0	28	-4	-33
- COC(=O)Cc1c(O)ccn(Cc2ccc3c(c2)OCO3)c1=O
 : -15	0.6	17	10	-1	1	-4	-4	2
- CC1CCN(C(=S)Nc2ccc(SC(F)F)cc2)CC1
 : 6	5.7	-58	-4	5	2	10	1	9
- Cc1ccnc(NS(=O)(=O)c2ccc(N3C(=O)c4ccccc4C3=O)cc2)n1
 : 1	3.1	-1	-7	-7	0	13	3	-11
- O=C(Cc1ccccc1)Nc1ccc(NC(=O)c2ccccc2)nc1
 : -8	8.5	-13	0	-4	9	6	2	0
- CCOC(=O)c1ccccc1NC(=O)COC(=O)CSCC(=O)Nc1cc(C)on1
 : 5	-1.3	-5	0	-3	1	7	1	5
- COCCN(C(=O)C(C)C)c1nnc(-c2ccc(C)cc2)s1
 : 19	1.2	4	4	12	1	18	5	-3
- O=C(c1ccc2ccccc2n1)N1CCN(c2ccccc2)CC1
 : 15	-0.1	3	0	7	0	23	0	3
- Clc1ccc(Cl)c(OCCN2CCCC2)c1
 : 19	0.5	6	1	3	-4	8	0	8
- Cc1ccc(CNC(=O)c2ccc(NC(=O)CCS(=O)(=O)c3cccs3)cc2)cc1
 : -11	-0.5	30	-3	30	1	4	2	17
- O=C(N/N=C/c1ccc(Br)s1)c1c[nH]c2ccccc12
 : -12	12	-22	-1	8	0	55*	-3	2
- O=C(NC1(C(F)(F)F)NC(=O)N(c2ccc(F)cc2)C1=O)c1ccncc1 (stereo not given)
 : 1	0.5	17	-18	-8	-2	13	-2	11
- N#Cc1ccc(S(=O)(=O)N2CCN(Cc3cccs3)CC2)cc1
 : 7	0.1	21	-1	1	-3	7	-3	-1
- CCCNC(=O)c1cn(CC)c2cc(N3CCN(C)CC3)c(F)cc2c1=O
 : 16	0.0	14	-9	-6	-2	-5	-5	8
- Oc1ccccc1/C=N/[n+]1ccccc1
 : 5	1.6	53*	5	2	-1	8	-3	11
- CCN(CC(=O)Nc1c(F)cccc1F)C(=O)c1ccc(S(=O)(=O)N2CCCCCC2)cc1
 : 1	0.5	15	-1	-6	-4	8	1	14
- CCOC(=O)c1ccc(N2C(=O)c3n[nH]c(-c4ccco4)c3C2c2cccc([N+](=O)[O-])c2)cc1 (stereo not given)
 : 9	1.6	2	19	12	1	15	1	-1
- O=[N+]([O-])c1ccc(Cl)c(CN2CCSCC2)c1
 : 12	2.0	-7	5	-5	4	6	-4	7
- CCS(=O)(=O)N1CCC(C(=O)N2CCN(Cc3ccccc3)CC2)CC1
 : -5	-1.0	11	2	2	-1	5	-3	-8
- COC(=O)c1ccc2c(=O)[nH]c(COC(=O)c3cccc(S(=O)(=O)N4CCOCC4)c3)nc2c1
 : 11	-0.4	5	2	7	3	-1	1	8
- O=c1[nH]c(/C=C\c2ccc(O)cc2)nc(O)c1[N+](=O)[O-]
 : 23	0.6	15	18	-12	-2	-5	1	5
- O=C(c1ccccc1)N1N=C(c2ccccc2)CC1c1ccc2nccnc2c1 (stereo not given)
 : 9	2.5	-7	9	7	3	34	0	-1
- O=S(=O)(Nc1ccc(S(=O)(=O)N2CCCC2)cc1)c1ccc(F)cc1F
 : 3	-2.3	4	-2	-14	2	8	-1	4
- O=C(CCS(=O)(=O)c1ccc(Cl)cc1)Nc1ccc(N2CCOCC2)cc1
 : -4	-0.5	2	9	-9	0	-4	-2	-2

(continued)
Values run as follows: CCR6 antag	UPR CHOP act	Mdm2-MdmX inh	CXCR6 block	EBI2 antag	UPR XBP1 act	tim23-1 inh	APJ agonist	APJ antagonist
- O=c1c2ccccc2nc(COc2ccccc2)n1/N=C/c1ccc(O)cc1O
 : 22	1.5	66*	-1	12	-3	29	-5	5
- N#C/C(=C/c1ccc(CNC(=O)C(=O)Nc2cc(Cl)cc(Cl)c2)o1)C(=O)NCc1cccnc1
 : 9	-0.3	16	0	11	21	-8	4	-1
- Cc1cc(C)c(C(=O)Nc2ccc(Br)c(C(F)(F)F)c2)c(C)c1
 : 7	0.9	43	-4	12	1	24	-1	9
- Cc1cc(C)c2cc(C(=O)N3CCN(c4ncccc4C(F)(F)F)CC3)[nH]c2c1
 : 2	-1.2	30	-6	77*	1	38	-4	2
- COc1ccc(NC(=O)CN2CCN(S(=O)(=O)c3ccc(F)cc3)CC2)cc1Cl
 : 10	1.2	12	1	32	-3	-4	0	-12
- Cc1ccc(OCC(=O)NNC(=O)C(=O)N2CCCC2)c(C)c1
 : -2	2.0	-5	-2	-5	2	12	0	7
- COc1ccc(CN(C)CC(O)COC(c2ccccc2)c2ccccc2)c(OC)c1OC (stereo not given)
 : 5	-0.2	42	-4	-5	0	14	-3	9
- O=C(NCc1ccco1)C(=O)c1cn(CC(=O)N2CCCCCC2)c2ccccc12
 : -13	1.2	-4	-2	0	-2	26	2	-6
- Cc1ccc(Cl)c(Cn2cnc3c(cnn3C(C)(C)C)c2=O)c1F
 : 6	0.6	1	-11	18	2	45	-5	-8
- CCOc1ccc(OCC)c(NC(=O)CCCN2C(=S)NC(C)(C)CC2C)c1 (stereo not given)
 : 13	3.5	15	3	-4	-2	13	2	5
- CC(=O)c1ccc(NC(=S)NCc2ccco2)cc1
 : 18	0.9	22	-3	5	-3	-10	-1	16
- CCn1cc(C(=O)OCC(=O)NCc2ccc3c(c2)OCO3)c(=O)c2ccc(C)nc21
 : -11	-1.2	1	0	6	-2	17	3	7
- C=CCn1c(SCC(=O)c2ccc(OC)cc2)nnc1-c1cc2cccc(OC)c2o1
 : -6	-1.5	19	2	0	0	1	0	-6
- O=C(Nc1ccccc1)Nc1c(F)cccc1F
 : 15	0.4	-3	-4	-4	-3	-17	-1	-15
- Cc1cc2c(=O)[nH]c(Cc3ccccc3)nc2s1
 : -1	1.3	11	-3	-3	1	12	-4	-17
- O=C(Nc1ccccc1)O/N=C/c1ccncc1
 : -14	-0.9	11	3	9	-1	10	-1	-17
- Cc1cc(Cl)c(Cl)cc1S(=O)(=O)NCCCn1ccnc1
 : 10	-0.9	35	1	2	0	10	-1	13
- COCCn1c(=S)[nH]c2cc(C(=O)NCC3CCCO3)ccc2c1=O (stereo not given)
 : -1	-0.2	-10	-3	3	-1	17	-3	-12
- COc1ccccc1CNC(=O)C/C(C)=N/NC(=O)Cc1ccc(OC)c(OC)c1
 : 7	2.9	19	1	-1	1	2	-2	-5
- Cc1cccc(/C(N)=N/OC(=O)COc2ccc(Cl)cc2)c1
 : -6	-0.9	-13	-2	-5	2	27	-1	1
